Assay outcomes from PubChem BioAssay.
TRPML3 agonist – human mucolipin-3 channel agonism. 220,000 tested, 0.29% active. activation, % at 3 µM. HEK293 TRPML3-YFP, Fluo-8 calcium fluorescence; 100% = the carbachol control signal;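 active = activation above its plate's cutoff, the mean activation of the plate's test wells plus 3 SD, cut at about 12% in these data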;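 note: 0% = DMSO only wells and 100% = carbachol wells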
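Material: TRPML3-YFP stable HEK293 cells | Dosing: One concentration, 3 µM nominal, 0.3% DMSO | Timing: 125 s total fluorescence read per well | Technique: Fluo-8 calcium dye fluorescence, ex 470-495, em 515-575 nm | Measure: Percent activation from peak-to-basal fluorescence ratio, scaled between DMSO and carbachol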
14-3-3 Bad inh – disrupts binding of bovine 14-3-3 zeta to phospho-Bad peptide | TR-FRET 14-3-3zeta/Dy647-pBad peptide displacement, 1 h | AID 781 | 220,000 tested, 0.71% active | inhibition, % at 21.7 µM;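 active = inhibition above about 70%, limit read from the data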;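 note: 0% = full 14-3-3 plus peptide FRET controls and 100% = background without 14-3-3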
Target sequence (P63103 whole entry, looked up): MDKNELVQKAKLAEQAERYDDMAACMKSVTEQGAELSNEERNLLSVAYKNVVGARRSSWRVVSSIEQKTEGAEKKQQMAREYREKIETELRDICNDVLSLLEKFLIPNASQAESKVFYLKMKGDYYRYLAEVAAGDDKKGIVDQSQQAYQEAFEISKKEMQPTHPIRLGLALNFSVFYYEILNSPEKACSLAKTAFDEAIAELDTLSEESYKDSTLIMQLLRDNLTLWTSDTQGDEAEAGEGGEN
NPY Y1 blocker – blocks the human neuropeptide Y Y1 receptor. P25929. HEK293-CNG Y1 cells, membrane potential fluorescence; NPY at EC95, then isoproterenol. inhibition, % at 3.6 µM. 200,000 tested, 1% active;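 active = inhibition above the campaign mean inhibition of all tested compounds plus 3 SD, cut at about 20% in these data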;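 note: 0% = DMSO wells given NPY plus isoproterenol and 100% = isoproterenol alone without NPY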
Target sequence (P25929 whole entry, looked up): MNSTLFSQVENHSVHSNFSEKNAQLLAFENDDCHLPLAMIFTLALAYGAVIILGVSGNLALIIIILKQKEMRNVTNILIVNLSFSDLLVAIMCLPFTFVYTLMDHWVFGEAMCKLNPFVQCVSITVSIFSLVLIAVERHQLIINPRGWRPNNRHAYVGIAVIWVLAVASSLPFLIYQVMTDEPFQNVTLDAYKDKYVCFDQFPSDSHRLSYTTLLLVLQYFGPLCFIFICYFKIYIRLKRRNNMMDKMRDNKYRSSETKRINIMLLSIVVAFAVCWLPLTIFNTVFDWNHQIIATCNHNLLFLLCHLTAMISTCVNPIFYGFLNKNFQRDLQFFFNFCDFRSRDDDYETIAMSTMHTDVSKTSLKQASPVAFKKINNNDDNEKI
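Material: HEK293 Y1/CNG channel cell line; also added: NPY (25 nM), isoproterenol (1 µM), Ro 20-1724 (25 µM); doses: one concentration, 3.6 µM, in 0.4% DMSO; schedule: compound incubation 1 h at room temperature, readout 45 min post-stimulation; technique: membrane potential fluorescence; measure: fluorescence ratio normalized to % inhibition between controls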
EP2 modulator – modulates human prostaglandin E2 receptor EP2 signaling; AID 940; EP2-expressing cells, cAMP HTRF FRET, PGE2 co-stimulation; induction, % at 25 µM; 260,000 tested, 0.83% active;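 active = compounds whose cAMP rise, as percent of the full-agonist control response, exceeds 60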;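 note: rat C6 glioma line stably carrying human EP2 under a CMV promoter; the protocol text gives 20 µM as final concentration; 100% = response of wells given 1 µM PGE2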
Target sequence (P43116 whole entry, looked up): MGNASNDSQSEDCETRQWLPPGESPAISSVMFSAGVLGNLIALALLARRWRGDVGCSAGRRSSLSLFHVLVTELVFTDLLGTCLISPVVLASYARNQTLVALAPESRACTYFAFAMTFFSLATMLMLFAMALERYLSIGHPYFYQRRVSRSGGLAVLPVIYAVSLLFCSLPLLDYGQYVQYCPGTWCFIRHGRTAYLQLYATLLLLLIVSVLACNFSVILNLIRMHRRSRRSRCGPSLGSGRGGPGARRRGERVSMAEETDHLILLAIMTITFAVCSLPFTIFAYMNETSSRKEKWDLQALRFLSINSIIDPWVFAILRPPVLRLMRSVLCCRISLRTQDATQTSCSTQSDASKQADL
zfTRPN1 agonist – zebrafish TRPN1 (NompC) channel agonism | HEK293 zebrafish TRPN1-YFP, Fluo-8 calcium fluorescence; 100% = response to 87 µM carbachol | activation, % at 3 µM | 220,000 tested, 0.18% active | AID 1424;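 active = activation above its plate's cutoff, the mean activation of test wells on that plate plus 3 SD, cut at about 19% in these data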;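 note: 0% = DMSO alone and 100% = 87 µM carbachol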
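Material – zebrafish TRPN1-YFP in HEK293 cells · Doses – 3 µM single point · Schedule – dye 1 h 37 °C plus 30 min RT · Signal – Fluo-8 calcium fluorescence, excitation 470-495 nm, emission 515-575 nm · Read-out – % activation versus carbachol response · Control set – carbachol high, DMSO low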
EP2 antag – EP2 receptor (human) inhibition. 260,000 tested, 0.52% active. inhibition, % at 25 µM. C6 glioma cells expressing human EP2, cAMP TR-FRET; cells stimulated with saturating PGE2. P43116;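 active = percent inhibition above 40 after rounding to a whole number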;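 note: rat C6 glioma host cells with rolipram phosphodiesterase inhibitor present; the protocol text gives 20 µM as final concentration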
NPY1 pot ag – potentiates or activates human NPY-Y1 receptor | NPY-Y1 expressing cells, potentiator/agonist activation | activation, % at 3.6 µM | 220,000 tested, 0.37% active; in the data active = activation above about 33%, passing the limit was not always enough;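 note: cells stimulated with NPY at EC10 then isoproterenol at EC100; 0% = low agonist plus stimulus and 100% = saturating agonist plus stimulus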
PPC-1+TRAIL kill – compounds killing PPC-1 cancer cells with TRAIL present (potentiator screen, no TRAIL-free arm) | AID 1443 | PPC-1 cells + TRAIL, ATPLite viability luminescence | cell killing (% activity), % at 4 µM | 220,000 tested, 0.41% active;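 active = cell killing above 50% in the first pass at 4 µM, then a duplicate retest at 5 µM averaging 50% or more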;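 note: plate controls were cells with TRAIL plus DMSO for no effect and medium-only wells lacking cells for full effect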
CHOP inh – inhibitors of CHOP induction in ER stress response. 220,000 tested, 3.8% active. CHO-K1 CHOP-promoter luciferase, tunicamycin-induced, 15-18 h. inhibition, % at 10 µM;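 active = compounds that reduced the stress-induced luciferase reporter signal by more than about 70% of percent inhibition, limit read from the data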;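 note: 0% = tunicamycin plus vehicle and 100% = wells without tunicamycin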
The depositor's hits bear a star; / = no result given; & = joins results of further samples; [ ] = remark or other dose.

SMILES	TRPML3 agonist	14-3-3 Bad inh	NPY Y1 blocker	EP2 modulator	zfTRPN1 agonist	EP2 antag	NPY1 pot ag	PPC-1+TRAIL kill	CHOP inh
CCOc1cc(/C=N/Nc2nc(=O)[nH]nc2C)ccc1O	0.1	-8	-1	-11	-1.0	2	20	11	-8
C=CCOc1ccc(/C=C2\N=C(C)OC2=O)cc1OC	1.3	1	/	-61	0.8	11	9	2	17
Cn1c(=O)c2c(nc(SCC(=O)NCc3ccc4c(c3)OCO4)n2Cc2ccc(F)cc2)n(C)c1=O	0.5	-4	-3	-12	-0.7	8	-6	22	23
CS(=O)(=O)Oc1ccc(Br)cc1/C=C1/N=C(c2ccco2)OC1=O	0.5	24	-2	33	1.1	7	-9	9	20
O=C(COc1ccc(Br)cc1Cl)c1ccc[nH]1	0.2	1	-1	3	-0.2	5	-7	13	-14
CCOc1cccc2c1OC1(C)CC2NC(=O)N1c1cccc(Cl)c1 (centres undefined)	0.0	8	-9	22	0.9	6	1	1	58
O=C(N1CCOCC1)C12CC3CC(C1)CC(C(=O)N1CCOCC1)(C3)C2	0.6	-5	-6	9	1.0	11	-10	6	19
COc1ccc(CNC(=O)C2CCCN(c3nccc(C)n3)C2)cc1 (centres undefined)	0.1	3[fluorescence artefact?]	0	11&8	-1.2	0&6	-23	26	22
NC1=NN=C(c2ccc3c(c2)OCCO3)CS1	0.5	-5	7	6	0.1	8	-1	23	19
CC1CC(C)(C)NC(=S)N1CC(=O)NCc1ccccc1Cl (centres undefined)	0.4	1	4	20	3.1	6	8	-1	22
CC(=O)Nc1ccc(S(=O)(=O)Nc2nc3ccccc3nc2Nc2cccc(S(N)(=O)=O)c2)cc1	0.6	1	/	-44	0.8	12	-4	0	-4
O=C(CN1CCN(c2ccccc2)CC1)Nc1scc2c1c(=O)oc1ccccc12	0.6	-1	/	-9	-0.8	1	-1	14	-13
CCOc1cc(OCC)cc(C(=O)NC(=S)Nc2cccc(C(F)(F)F)c2)c1	-0.1	-4	16	18	-0.8	/	-19	15	38
CCc1ccc(NC(=O)CC2NCCNC2=O)cc1 (centres undefined)	0.6	1	2	12	0.5	8	21	16	26
CCCN(Cc1cc2cc(C)ccc2[nH]c1=O)C(=O)c1ccccn1	-0.5	5	/	-25	0.8	13	15	-6	17
CCN1C(=O)C(CC(=O)Nc2ccc(OC)cc2)N(CCCN2CCN(c3ccc(OC)cc3)CC2)C1=S (centres undefined)	0.6	-28	0	-34	-1.2	7	20	-12	46
CC(C)N(C(=O)N1CCC(c2nc(-c3ccncc3)no2)CC1)C(C)C	1.6	-9	-5	12&-17	2.6	7&8	22	11	8
O=c1c2ccccc2nnn1CSc1nnc(-c2cccc(S(=O)(=O)N3CCCCC3)c2)o1	-0.1	3[fluorescence artefact?]	1	11	0.3	10	-3	10	19
CCCn1c(NC(=S)Nc2ccccc2)nc2ccccc21	0.5	-3	9	25	1.0	1	-12	-5	1
CCOC(=O)c1[nH]cnc1C(=O)Nc1ccccc1OC	-0.4	-5	4	-82&-17	-0.7	12&9	9	8	33
O=C(/C=C/c1ccncc1)c1cc(Cl)ccc1O	-0.2	-4	/	-39	0.1	9	3	20	21
Cn1nc(OCCOc2ccccc2)ccc1=O	0.2	-12	-3	30	0.4	12	-12	17	19
Cc1cccc2cc3cccc(C)c3nc12	0.3	5	/	43	1.0	5	-34	-19	32
Cc1ccc(S(=O)(=O)Nc2ccc(C(=O)Nc3cc(C)on3)cc2)cc1	0.2	16	-3	20	1.4	9	0	4	31
CCN=C1SC(CC(=O)NC(N)=O)C(=O)N1CC (centres undefined)	0.8	-2	7	18	1.2	8	-6	14	19
COc1ccc(CN2CCN(C(=O)c3ccc(-c4ccccc4)cc3)CC2)c(OC)c1OC	0.0	-11	4	-57	-0.8	5	-3	10	40
NC(=O)[C@@H]1CC2(CC(c3cccc(NC(=O)CC(c4ccccc4)c4ccccc4)c3)=NO2)CN1C(=O)[C@@H]1CCC(=O)N1 (some centres undefined)	/	-5	/	-5	/	10	/	12	1
CCN(CC)C(=S)Nc1ccc(OC(F)F)cc1	0.9	-7	2	-9	0.9	2	5	1	7
N#Cc1c(N2CCCCC2)nc(N2CCCCC2)c2c1CCN(Cc1ccccc1)C2	-0.5	-15	23*	39	-0.8	10	-33	14	27
Cc1cc(C)n(-c2ccc(Cl)c(C(=O)O)n2)n1	0.1	4	4	4	0.6	10	-2	4	-49
Cc1cc(C)nc(Sc2ccc3nnc(C(F)(F)C(F)(F)C(F)(F)F)n3n2)n1	0.5	8	5	-47	0.7	7	5	14	9
CCN(CC)c1nc(N)nc(N(c2ccccc2)c2ccccc2)n1	0.5	0	-5	37	0.7	13	-13	8	22
Cc1ccc(N2CCN(C(=O)NC3CCCCC3)CC2C)cc1 (centres undefined)	2.2	-6	/	0	1.7	8	23	16	9
Cc1cc(O)c(-c2cc(C(=O)NCCc3ccc(S(N)(=O)=O)cc3)[nH]n2)cc1C	1.2	-2	/	-97	0.3	12	9	-8	30
CN(C)S(=O)(=O)c1ccc(N2CCCC2)c(C(=O)NCc2cccc(C(F)(F)F)c2)c1	0.3	-2	-1	-9	-0.8	11	4	4	-19
CC1CCc2c(nc3ncnn3c2NCCc2ccccc2F)C1 (centres undefined)	-0.7	3	-1	-61	0.6	1	-17	/	38
O=C(C1CCCCC1)N1CCN(c2nc(-c3ccc(F)cc3)cs2)CC1	0.1	-5	12	-29	0.1	3	2	13	-9
CC(C)(C)c1ccc(C(=O)N/C(=C\c2ccco2)C(=O)O)cc1	0.2	-5	-2	32	-0.3	3	1	-1	6
CC1CCC(NC(=O)c2cc3c(s2)CS(=O)(=O)C3)CC1 (centres undefined)	-0.2	-1	1	15	1.2	4	-21	2	-3
O=C(Nc1ccc2c(c1)CCC2)c1cnn2c1NC(c1ccco1)CC2C(F)(F)F (centres undefined)	-1.0	6	-4	33	0.4	10	-7	-11	12
CCCCNC(=O)C(C#N)c1nc2ccccc2nc1N1CCN(c2ccccc2F)CC1 (centres undefined)	0.8	0	-1	25	-0.1	22	-6	/	-14
O=C(CSc1ncnc2c1oc1ccccc12)Nc1cccc(Cl)c1	0.7	-9[fluorescence artefact?]	9	1	0.6	11	-14	-10	66
N#Cc1ccc(CSc2nnc(-c3cccc(S(=O)(=O)N4CCCCC4)c3)o2)cc1	-1.1	5	2	11	-0.9	8	0	-6	4
COc1ccc(OC)c(-c2csc(NC(=O)CSc3ccc(Br)cc3)n2)c1	0.8	7	9	-22	0.0	11	2	19	39
C=CC[n+]1c(-c2ccc(OC)cc2)csc1NNC(=O)Nc1ccccc1	0.7	64	3	-45	0.3	0	-7	31	52
CCc1[nH]c(=O)c(C#N)c2c1CCCC2	0.1	/	3	-9	-0.2	/	13	12	9
Cc1oc2cc([N+](=O)[O-])c(O)c([N+](=O)[O-])c2c1C(=O)c1ccc(Br)cc1	-0.5	13	4	19	-2.7	10	5	6	11
COc1cc(NC(=O)c2ccc(Cl)cc2)c(OC)cc1NC(=O)CN1CCOCC1	0.4	-12	6	-2	0.0	1	13	-2	50

Full records from above. Order of values: TRPML3 agonist | 14-3-3 Bad inh | NPY Y1 blocker | EP2 modulator | zfTRPN1 agonist | EP2 antag | NPY1 pot ag | PPC-1+TRAIL kill | CHOP inh
`N#Cc1ccc(CSc2nnc(-c3cccc(S(=O)(=O)N4CCCCC4)c3)o2)cc1` across the screens: -1.1 | 5 | 2 | 11 | -0.9 | 8 | 0 | -6 | 4
`C=CC[n+]1c(-c2ccc(OC)cc2)csc1NNC(=O)Nc1ccccc1` across the screens: 0.7 | 64 | 3 | -45 | 0.3 | 0 | -7 | 31 | 52
`CC1CCC(NC(=O)c2cc3c(s2)CS(=O)(=O)C3)CC1` (centres undefined) across the screens: -0.2 | -1 | 1 | 15 | 1.2 | 4 | -21 | 2 | -3
`CC(C)(C)c1ccc(C(=O)N/C(=C\c2ccco2)C(=O)O)cc1` across the screens: 0.2 | -5 | -2 | 32 | -0.3 | 3 | 1 | -1 | 6

Going on with the list.
SMILES	TRPML3 agonist	14-3-3 Bad inh	NPY Y1 blocker	EP2 modulator	zfTRPN1 agonist	EP2 antag	NPY1 pot ag	PPC-1+TRAIL kill	CHOP inh
Cc1cc(NC(=O)c2ccc(COc3ccccc3Cl)o2)no1	-0.2	2	-4	-19	-0.5	8	14	-5	13
CCOC(=O)C1=C(Cn2cnc3ccccc32)NC(=O)NC1c1cc(C)ccc1C (centres undefined)	-0.6	10	1	3	-0.3	8	11	6	89*
CNc1nc(C)nc(-c2ccccc2O)n1	0.0	-1	-3	10	1.3	/	-7	10	-5
COc1ccc(CN(Cc2ccccn2)S(=O)(=O)c2ccc(-n3cnnn3)c(OC)c2)cc1	0.6	-6	0	32	2.0	4	4	24	39
CCSc1nc2c(c(=O)n(C)c(=O)n2C)n1Cc1ccc(Cl)cc1	0.0	/	6	/	-2.5	7	-15	/	/
N#Cc1ccc(C23CC4(C2)[C@H](CN(Cc2cccnc2)[C@@H]4c2ccccc2)C3c2ccccc2)cc1 (some centres undefined)	/	0	/	11	/	3	/	9	-3
CSc1nnc(NC(=O)c2cc(=O)c3cc(C)cc(C)c3o2)s1	0.4	1	/	-43	0.0	14	12	-4	-3
CC(=O)OC(C(=O)N1CCN(c2ccc(F)cc2)CC1)c1ccccc1 (centres undefined)	0.7	-2	-1	26	1.3	22	-8	13	19
CCN1C(=O)/C(=C/c2cnn(C)c2C)SC1=S	0.3	-11	6	-59	-0.4	4	-11	13	10
Nc1ccc2nc(CN3CCOCC3)[nH]c2c1	0.5	91*	0	10	-0.3	/	8	19	-17
CN1/C(=C/C=N/n2cnnc2)C(C)(C)c2ccccc21	0.4	10	2	5	1.2	4	-10	-8	57
CCc1ccc(C(=O)NNc2ccc(Cl)cc2)cc1	-0.8	2	/	-41	0.5	7	4	7	-12
NCCCC[C@@H]1NC(=O)c2cc([N+](=O)[O-])cc(I)c2SC[C@@H](C(=O)NCC(N)=O)NC(=O)CNC1=O	-0.3	1	-4	26	-1.2	11	3	-8	-3
COc1cc(-c2c(C#N)c(N)nc3c2c(C)nn3-c2ccc(C)c(C)c2)cc(OC)c1OC	0.5	-13	3	9	0.2	4	-6	8	28
COc1ccc2c(c1)CC(C)C/C2=N\NC(=O)c1ccco1 (centres undefined)	0.8	-9	5	-3	0.1	1	2	23	26
COc1ccccc1C1C2=C(CC(C)(C)CC2=O)Nc2nnnn21 (centres undefined)	1.0	-2	0	9	-1.1	6	15	0	16
CC1Cc2ccccc2N1C(=O)CSc1nnc2c(n1)[nH]c1ccc(F)cc12 (centres undefined)	0.1	13	2	-22	1.1	12	-12	3	48
CC(C)Oc1ccc(Cn2c(-c3ccco3)n[nH]c2=S)cc1	0.2	-14	1	22	-1.7	13	1	33	41

The list is partial, so the mix of outcomes need not match the whole.
